Compound activity: PubChem, several laboratories
HTRA1 inh: HTRA1 serine protease inhibitors, primary screen, biochemical, fluorescence polarization, HTS | recombinant HTRA1, FP-rhodamine activity-based probe | inhibition, % at 5.96 µM | 340,000 compounds, 0.5% hits | AID 504803, 2011; in the data active means inhibition above about 36%;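 further: 0% = enzyme with DMSO and 100% = wells lacking enzyme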
PG9 binder: binders of HIV-1 gp120 antibody PG9, primary screen, biochemical, TR-FRET; 360,000 compounds, 0.43% hits; inhibition, % at 6.7 µM; HIV-1 gp120 / PG9 antibody interaction; TR-FRET gp120-PG9 antibody binding; in the data active means inhibition above about 8.5%
PRMT1 FP inh: PRMT1 methyltransferase inhibitors, primary screen, biochemical, fluorescence polarization; recombinant PRMT1, activity-based probe fluorescence polarization; 370,000 compounds, 1.3% hits; AID 652257, 2013; inhibition, % at 2.79 µM; Protein arginine N-methyltransferase 1 (Homo sapiens), Q99873;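 active means inhibition above about 21% made by adding two undisclosed values, limit read from the data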
mABHD4 FP: ABHD4 inhibitors, primary screen, biochemical, fluorescence polarization, mouse. purified mABHD4, FP-Rh probe fluorescence polarization. inhibition, % at 8.92 µM. (Lyso)-N-acylphosphatidylethanolamine lipase (Mus musculus), Q8VD66. 370,000 compounds, 0.54% hits;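 active means inhibition exceeding the mean over every tested compound plus 3 SD, cut at about 30% in these data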;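 further: 0% = plate median of compound wells and 100% = S159A mutant with DMSO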
Target sequence (Q8VD66 whole entry, looked up): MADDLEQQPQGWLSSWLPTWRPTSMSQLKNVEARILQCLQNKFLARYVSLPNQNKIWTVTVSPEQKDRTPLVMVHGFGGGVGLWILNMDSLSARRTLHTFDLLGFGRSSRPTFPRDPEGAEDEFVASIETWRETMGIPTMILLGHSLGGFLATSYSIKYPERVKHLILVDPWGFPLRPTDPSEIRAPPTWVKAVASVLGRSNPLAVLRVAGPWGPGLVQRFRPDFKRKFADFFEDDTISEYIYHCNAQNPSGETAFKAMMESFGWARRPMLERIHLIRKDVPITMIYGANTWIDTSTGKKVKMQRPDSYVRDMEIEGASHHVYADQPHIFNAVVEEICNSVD
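Assay system: mABHD4 protein; medium: HEPES pH 7.0, NaCl, Pluronic buffer; dosing: 8.92 µM, single dose; schedule: 45 min + 60 min at 25 °C; signal: FP readout, ex 525 nm / em 598 nm; read-out: normalized percent inhibition of probe labeling; repeats: single replicate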
LEDGF integ inh: blockers of LEDGF/p75-dependent integrase strand transfer – biochemical, TR-FRET, high throughput, primary screen. 370,000 compounds, 0.64% hits. TR-FRET IN-LEDGF/p75 DNA integration, Eu/Cy5. inhibition, % at 3.7 µM. HIV-1 integrase (with human LEDGF/p75);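 active means inhibition above the screen-wide mean plus 3 SD, cut at about 13% in these data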;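 further: signal is the Cy5 over europium emission ratio at 671 and 618 nm; 0% = plate median of compound wells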
SIAE inh: human SIAE inhibitors, primary screen, biochemical, fluorescence polarization, FP-Rh probe, 1536-well HTS; SIAE FP-Rh probe binding; 370,000 compounds, 0.69% hits; inhibition, % at 9.66 µM; Sialate O-acetylesterase (Homo sapiens), Q9HAT2; AID 1053197, 2014;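 active means inhibition above a cutoff: mean of compounds within the control limits plus 3 SD of those, cut at about 17% in these data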;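 further: 0% = plate median of compound wells and 100% = probe without SIAE protein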
TDP2 absorb: human TDP2 enzyme inhibitors, primary screen, biochemical, epi absorbance, recombinant enzyme; Tyrosyl-DNA phosphodiesterase 2 (Homo sapiens), O95551; T5PNP hydrolysis, p-nitrophenol absorbance 415 nm; 370,000 compounds, 0.34% hits; inhibition, % at 12.8 µM; AID 720702, 2013;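 active means inhibition above the mean of all tested compounds plus 3 SD, set per campaign, cut at about 25% in these data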;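 further: 0% = DMSO with enzyme and 100% = buffer with substrate but no TDP2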
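Read-out basis: percent inhibition. System: recombinant human TDP2. Buffer or medium: Mg2+-containing Tris-HCl buffer, pH 7.5. Repeats: single replicate. Timing: reaction 2 h, 37 °C. Benchmarks: high control without enzyme, low control DMSO plus TDP2. Probe or stimulus: 5 mM T5PNP. Doses: 12.8 µM only. Measured by: epi absorbance of p-nitrophenol freed from T5PNP by hydrolysis.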
rCAG RNA binder: binders of r(CAG) RNA repeats, primary screen, biochemical, fluorescence; r(CAG) RNA repeat, TO-PRO-1 dye displacement fluorescence; inhibition, % at 3 µM; 370,000 compounds, 1.3% hits;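 active means inhibition above the plate cutoff, the mean of all test compounds on that plate plus 3 SD, cut at about 35% in these data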;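 further: 0% = DMSO alone and 100% = 100 µM mitoxantrone as full dye displacement; higher means more dye released from RNA so lower well fluorescence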
Rev-erbA mod: modulators of Rev-erb alpha DNA binding, primary screen, biochemical, FITC-DNA, fluorescence polarization, uHTS; AID 1259318, 2017; 370,000 compounds, 0.79% hits; Nuclear receptor subfamily 1 group D member 1 (Homo sapiens), P20393; activity, % at 10 µM; Rev-erbα–FITC-DNA binding, 90 min;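 active means activity above about 14%, limit read from the data; passing the limit was not always enough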;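 further: 0% = DMSO wells with 35 nM protein and 100% = DMSO wells with 750 nM protein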
Target sequence (P20393 whole entry, looked up): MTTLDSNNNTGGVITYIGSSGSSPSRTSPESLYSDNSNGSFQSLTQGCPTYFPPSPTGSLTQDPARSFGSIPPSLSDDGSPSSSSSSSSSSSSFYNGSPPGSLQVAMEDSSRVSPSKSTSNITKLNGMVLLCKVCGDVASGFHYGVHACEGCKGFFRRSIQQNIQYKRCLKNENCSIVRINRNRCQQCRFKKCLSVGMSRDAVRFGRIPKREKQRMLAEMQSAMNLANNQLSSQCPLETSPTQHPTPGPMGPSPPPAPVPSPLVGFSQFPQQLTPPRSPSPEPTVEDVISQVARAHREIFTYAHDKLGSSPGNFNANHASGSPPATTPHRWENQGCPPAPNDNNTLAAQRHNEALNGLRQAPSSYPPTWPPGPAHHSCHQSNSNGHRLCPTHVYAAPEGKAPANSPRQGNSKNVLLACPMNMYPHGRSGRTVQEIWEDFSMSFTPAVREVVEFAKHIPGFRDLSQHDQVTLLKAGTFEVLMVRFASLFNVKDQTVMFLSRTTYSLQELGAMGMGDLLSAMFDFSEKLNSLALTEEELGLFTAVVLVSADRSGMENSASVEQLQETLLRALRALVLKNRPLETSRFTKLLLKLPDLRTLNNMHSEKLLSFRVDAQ
TCR CD3 inh: inhibitors of human TCR-CD3 interaction, primary screen, biochemical, fluorescence, TAMRA-labeled TCR probe. inhibition, % at 9.4 µM. T-cell receptor (TCR). 360,000 compounds, 0.37% hits; in the data active means inhibition above about 19%;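 further: recombinant mutant TCR 2C K166C tagged with TAMRA read by polarization; 0% = receptor in buffer alone and 100% = receptor with positive control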
Active calls of the source: *; . = no result given.

entry	SMILES	HTRA1 inh	PG9 binder	PRMT1 FP inh	mABHD4 FP	LEDGF integ inh
1	COCC(C)NS(=O)(=O)c1ccc(C(=O)NCCCn2ccc3ccccc32)cc1 (stereo not given)	0	0.3	-2	-9	2
2	Cc1cc(C)cc(Cn2cc(CN3CC(N(C)C)CS3(=O)=O)nn2)c1 (stereo not given)	.	-3.1	2	3	-1
3	Cc1cc(OCCCCCNCCO)cc(C)c1Cl	-1	-2.5	-3	9	1
4	Cc1ccc(S(=O)(=O)N2CC3(O)CN(C(=O)OC(C)C)N(C(=O)OC(C)C)CC3(OC(=O)NCc3ccccc3)C2)cc1 (stereo not given)	-9	3.1	2	2	1
5	O=C(Cc1c(F)cccc1Cl)Nc1cc(S(=O)(=O)N2CCOCC2)ccc1N1CCCC1	4	3.7	-2	-2	3
6	CC1CCCC(NC(=O)COC(=O)/C=C/c2ccc(F)cc2)C1C (stereo not given)	2	1.2	4	-2	-3
7	Cc1cccc(C(=O)NNC(=O)Nc2ccccc2)c1	-2	-2.6	1	5	1
8	COCCn1cc(C(=O)NCc2cccs2)c2c3ccccc3n(C)c2c1=O	3	-2.0	1	15	1
9	COc1ccc(CCN(C)C2CCCN(C(=O)Cn3cccn3)C2)cc1OC (stereo not given)	0	1.5	0	1	1
10	Cc1cccc(C(=O)Nc2ccccc2N2CCN(c3ccc(F)cc3)CC2)c1	1	1.6	-2	-7	0

entry	SIAE inh	TDP2 absorb	rCAG RNA binder	Rev-erbA mod	TCR CD3 inh
1	2	-22	3	5	-15
2	1	7	1	-1	-1
3	2	-12	2	-2	3
4	-3	-2	2	3	0
5	0	-13	4	3	4
6	-3	9	2	4	0
7	3	6	1	1	8
8	2	13	2	-7	5
9	3	1	-2	0	-9
10	13	-10	-1	-1	-5

Random excerpt: 3 entries already listed
entry	SMILES	HTRA1 inh	PG9 binder	PRMT1 FP inh	mABHD4 FP	LEDGF integ inh
6	CC1CCCC(NC(=O)COC(=O)/C=C/c2ccc(F)cc2)C1C (stereo not given)	2	1.2	4	-2	-3
1	COCC(C)NS(=O)(=O)c1ccc(C(=O)NCCCn2ccc3ccccc32)cc1 (stereo not given)	0	0.3	-2	-9	2
4	Cc1ccc(S(=O)(=O)N2CC3(O)CN(C(=O)OC(C)C)N(C(=O)OC(C)C)CC3(OC(=O)NCc3ccccc3)C2)cc1 (stereo not given)	-9	3.1	2	2	1

entry	SIAE inh	TDP2 absorb	rCAG RNA binder	Rev-erbA mod	TCR CD3 inh
6	-3	9	2	4	0
1	2	-22	3	5	-15
4	-3	-2	2	3	0

More structures follow:
entry	SMILES	HTRA1 inh	PG9 binder	PRMT1 FP inh	mABHD4 FP	LEDGF integ inh
11	CCC(NCc1cccnc1)c1ccc(OC)c(OC)c1 (stereo not given)	0	-0.2	-1	-5	0
12	COc1cccc(-c2ccccc2C2=CC(=O)CC(C)(C)C2=O)c1	-5	0.8	0	0	-2
13	C#CCSc1[nH]c(=O)cc(C)c1C#N	.	-1.8	-2	4	1
14	N#Cc1ccncc1Sc1ccc(Cl)cc1	1	-0.6	-4	-2	-1
15	O=C1NC[C@H](CCCCN2C[C@H](Cc3ccc(O)cc3)N(CCC3CCCCC3)C(=O)C2=O)N(CCc2ccc(O)cc2)C1=O	.	0.7	0	2	0
16	COc1ccc(N2CC(O)=C(c3nc(-c4ccc(Cl)cc4)cs3)C2=N)cc1	-7	4.0	4	-7	-1
17	COc1cc(NC(=O)CCc2c(C)nn(-c3ccc(N4CCOCC4)nn3)c2C)cc(OC)c1OC	-2	-0.7	-4	5	-1
18	Cc1nc(Nc2ccccc2C)c2cnn(C)c2n1	1	0.2	-3	-9	4
19	CCCCc1nc2cc(C(=O)NCCc3cnn(C)c3)ccc2o1	11	-0.6	5	0	-2
20	CC1(C(=O)Nc2cccc3cccnc23)CCN1C(=O)CCC1CCCC1 (stereo not given)	.	-1.0	-1	3	0

entry	SIAE inh	TDP2 absorb	rCAG RNA binder	Rev-erbA mod	TCR CD3 inh
11	10	10	-2	4	9
12	1	8	1	3	-2
13	0	0	0	-9	7
14	9	1	-5	9	1
15	10	1	3	0	-2
16	-7	-2	9	-9	-1
17	-2	5	-6	-5	3
18	4	-18	0	3	5
19	4	4	-9	0	-3
20	-4	-8	2	10	3

New compounds follow
entry	SMILES	HTRA1 inh	PG9 binder	PRMT1 FP inh	mABHD4 FP	LEDGF integ inh
21	CCOP(=O)(OCC)c1nc(-c2cccc3ccccc23)oc1NCc1ccccc1	-23	2.0	2	4	-2
22	O=C(CCN=C1NS(=O)(=O)c2ccccc21)N1CCc2ccccc2C1	2	1.7	-1	-6	3
23	CCC(C)NC(=O)c1ccccc1-c1ccccc1C(=O)NC(C)CC (stereo not given)	3	-0.8	-1	-1	6
24	Cc1ccc(S(=O)(=O)Nc2ccc3c(c2)OCCO3)cc1	4	-1.2	-6	-11	12
25	CC1(C)CC(NC(=S)NCc2ccco2)CC(C)(C)N1	-7	-0.6	-4	-5	7
26	COc1ccc(-c2ncn(CCc3ccccc3OC)c2CC(C)C)cc1	.	-0.8	2	8	1
27	O=[N+]([O-])c1ccc(N2CCN(Cc3ccc4c(c3)OCO4)CC2)nc1	3	0.2	1	-5	0
28	O=C(O)CSc1ncnc2scc(-c3ccc(Br)cc3)c12	3	5.1	-2	-8	4
29	COC(=O)c1ccc(C(=S)N2CCOCC2)cc1	-1	1.2	2	0	3
30	CNCCCCOc1ccccc1-c1ccccc1	5	-1.2	-2	16	1

entry	SIAE inh	TDP2 absorb	rCAG RNA binder	Rev-erbA mod	TCR CD3 inh
21	-2	6	0	0	-5
22	5	-1	-1	-6	3
23	-4	-3	-5	3	-5
24	-6	-21	3	-4	-2
25	11	-6	1	-1	-2
26	3	3	0	2	1
27	24*	-17	-5	6	-9
28	-2	-12	6	5	-4
29	-2	-4	0	0	10
30	1	9	7	4	2

One compound at a time, as listed above. Screens in order: HTRA1 inh | PG9 binder | PRMT1 FP inh | mABHD4 FP | LEDGF integ inh | SIAE inh | TDP2 absorb | rCAG RNA binder | Rev-erbA mod | TCR CD3 inh
Shown for `O=C(Cc1c(F)cccc1Cl)Nc1cc(S(=O)(=O)N2CCOCC2)ccc1N1CCCC1` : 4 | 3.7 | -2 | -2 | 3 | 0 | -13 | 4 | 3 | 4
Shown for `COc1cccc(-c2ccccc2C2=CC(=O)CC(C)(C)C2=O)c1` : -5 | 0.8 | 0 | 0 | -2 | 1 | 8 | 1 | 3 | -2
Shown for `O=C(CCN=C1NS(=O)(=O)c2ccccc21)N1CCc2ccccc2C1` : 2 | 1.7 | -1 | -6 | 3 | 5 | -1 | -1 | -6 | 3
Shown for `O=C1NC[C@H](CCCCN2C[C@H](Cc3ccc(O)cc3)N(CCC3CCCCC3)C(=O)C2=O)N(CCc2ccc(O)cc2)C1=O` : . | 0.7 | 0 | 2 | 0 | 10 | 1 | 3 | 0 | -2
Shown for `Cc1cccc(C(=O)Nc2ccccc2N2CCN(c3ccc(F)cc3)CC2)c1` : 1 | 1.6 | -2 | -7 | 0 | 13 | -10 | -1 | -1 | -5

(more compounds)
entry	SMILES	HTRA1 inh	PG9 binder	PRMT1 FP inh	mABHD4 FP	LEDGF integ inh
31	Cc1ccc(NS(=O)(=O)c2ccc(NC(=O)c3ccc(Br)o3)cc2)c(C)c1	-126	1.3	-2	-107	-1
32	COc1ccccc1NC(=O)Cc1noc(CSc2cc(C)c3ccccc3n2)n1	-21	0.7	-1	-7	2
33	C[C@@H]1O[C@H](C2CCCCC2)Cc2[nH][nH]c(=O)c21	.	-0.2	10	-3	2
34	Cc1ccccc1Nc1nc(N)nc(CN2C(=O)NC3(CCCCC3C)C2=O)n1 (stereo not given)	0	1.4	6	-17	-3
35	O=C(NNC(=S)NC1CCCCC1)c1sc2ccccc2c1Cl	9	-1.9	-1	31*	1
36	Cc1cc(C)cc(CC(CC(=O)Nc2ccc(Cl)cc2)C(=O)O)c1 (stereo not given)	-2	1.8	1	-5	-4
37	CCNC(=S)NNC(=O)c1cc(-c2cccc(OC)c2)nc2ccccc12	1	-1.5	-3	11	0
38	CCC(C)C(Nc1ncnc2scc(-c3ccccc3)c12)C(=O)O (stereo not given)	-4	-0.4	3	3	-3
39	Cc1ccc(C(=O)CSc2nnc3n2CCCCC3)s1	-1	-0.6	0	3	4
40	CN(C)C(=O)[C@H]1C[C@H]1[C@@H](O)[C@H](CO)NC(=O)[C@H](COCc1ccccc1)NC(=O)OC(C)(C)C	1	-2.3	0	1	-1

entry	SIAE inh	TDP2 absorb	rCAG RNA binder	Rev-erbA mod	TCR CD3 inh
31	-101	8	13	-3	15
32	-4	-1	-2	1	-2
33	5	-12	6	1	-5
34	-9	-6	0	-2	-12
35	12	-7	83*	-3	6
36	-2	-7	14	-7	4
37	22*	-2	11	3	3
38	4	12	11	5	0
39	-6	-5	-1	-3	-5
40	-9	-6	-2	-8	-6

The results go on.
entry	SMILES	HTRA1 inh	PG9 binder	PRMT1 FP inh	mABHD4 FP	LEDGF integ inh
41	Cc1ccc(NC(=O)N2CCCCCC2)cc1C	0	-0.6	-2	2	0
42	CS(=O)(=O)c1ccc(C(=O)OCC(=O)N2CCCc3ccccc32)cc1	-1	1.6	0	-3	2
43	CC(Oc1ccc(Br)cc1)C(=O)Nc1cc(S(=O)(=O)N2CCOCC2)ccc1N1CCCC1 (stereo not given)	-1	1.5	3	1	-5
44	O=C(Nc1cccc(O)c1)c1ccc(NC(=O)C2CCCO2)cc1 (stereo not given)	-4	-0.1	1	-7	3
45	CS(=O)(=O)Nc1cccc(C2=NN(C(=O)c3ccccc3Cl)C(c3ccccc3O)C2)c1 (stereo not given)	-6	-0.7	0	-15	-2
46	O=c1cc(-c2ccc([N+](=O)[O-])cc2)c2ccc(O)cc2o1	1	-0.8	1	-2	-1
47	Oc1ccc(Nc2nc(-c3ccc(O)cc3)cs2)cc1	12	-0.5	3	10	1
48	Cc1ccc(C)c(S(=O)(=O)N/N=C/c2ccc(C(=O)O)cc2)c1	-7	1.3	-1	10	-4
49	O=C(Nc1cccc(C(=O)O)c1)Nc1cccc2ccccc12	3	-0.5	2	-2	1

entry	SIAE inh	TDP2 absorb	rCAG RNA binder	Rev-erbA mod	TCR CD3 inh
41	-2	-9	-3	-4	7
42	-2	-21	1	-2	-1
43	1	1	4	-1	-9
44	-8	-17	4	1	9
45	-11	11	6	-2	5
46	-4	12	0	-3	0
47	8	-3	7	-7	-4
48	-7	-8	0	-3	8
49	-8	-2	4	1	4

Some of the compounds tested (hit frequency here may not be typical).
